Source: PubChem
SKKanGAS inh: S. pyogenes SKKanGAS growth inhibitors in kanamycin, primary screen, streptokinase expression inhibitor project, SKKanGAS strain, BacTiter-Glo luminescence; 300,000 compounds, 1.3% hits; inhibition, % at 7.5 µM; 6 h;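 active = mean replicate score, as percent of positive control median, at least 50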;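 note: strain carries kanamycin resistance gene driven by streptokinase promoter and grows in 40 µg/ml kanamycin; loss of luminescence reflects streptokinase promoter inhibition or plain growth inhibition; 0% = median of DMSO wells and 100% = positive control at its reference dose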
KLF5 inhibitor: KLF5 expression inhibitors, primary screen, DLD-1 cells, luminescence. DLD-1 KLF5 promoter-luciferase reporter. inhibition, % at 5 µM. 290,000 compounds, 0.23% hits;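 active = inhibition above a per-plate limit of that plate's mean compound inhibition plus 3 SD, cut at about 60% in these data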;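 note: 0% = DMSO wells and 100% = LY294002 at 200 µM; higher means less KLF5 promoter-driven luciferase light; inactives centre near -14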
TRPC6 inh: mouse TRPC6 channel inhibitors, primary screen, cell-based, HEK293, membrane potential dye. Short transient receptor potential channel 6 (Mus musculus), Q61143. ACh-evoked depolarization; hits give low values. B-score at 10 µM. 310,000 compounds, 1.1% hits. AID 2553, 2010;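 active = B-score under library mean minus 3 SD, initial fluorescence not abnormally high, positive integrated signal ratio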;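 note: B-score derived from integrated fluorescence ratio over the kinetic read; more negative B-score means stronger inhibition of depolarization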
Target sequence (Q61143 whole entry, looked up): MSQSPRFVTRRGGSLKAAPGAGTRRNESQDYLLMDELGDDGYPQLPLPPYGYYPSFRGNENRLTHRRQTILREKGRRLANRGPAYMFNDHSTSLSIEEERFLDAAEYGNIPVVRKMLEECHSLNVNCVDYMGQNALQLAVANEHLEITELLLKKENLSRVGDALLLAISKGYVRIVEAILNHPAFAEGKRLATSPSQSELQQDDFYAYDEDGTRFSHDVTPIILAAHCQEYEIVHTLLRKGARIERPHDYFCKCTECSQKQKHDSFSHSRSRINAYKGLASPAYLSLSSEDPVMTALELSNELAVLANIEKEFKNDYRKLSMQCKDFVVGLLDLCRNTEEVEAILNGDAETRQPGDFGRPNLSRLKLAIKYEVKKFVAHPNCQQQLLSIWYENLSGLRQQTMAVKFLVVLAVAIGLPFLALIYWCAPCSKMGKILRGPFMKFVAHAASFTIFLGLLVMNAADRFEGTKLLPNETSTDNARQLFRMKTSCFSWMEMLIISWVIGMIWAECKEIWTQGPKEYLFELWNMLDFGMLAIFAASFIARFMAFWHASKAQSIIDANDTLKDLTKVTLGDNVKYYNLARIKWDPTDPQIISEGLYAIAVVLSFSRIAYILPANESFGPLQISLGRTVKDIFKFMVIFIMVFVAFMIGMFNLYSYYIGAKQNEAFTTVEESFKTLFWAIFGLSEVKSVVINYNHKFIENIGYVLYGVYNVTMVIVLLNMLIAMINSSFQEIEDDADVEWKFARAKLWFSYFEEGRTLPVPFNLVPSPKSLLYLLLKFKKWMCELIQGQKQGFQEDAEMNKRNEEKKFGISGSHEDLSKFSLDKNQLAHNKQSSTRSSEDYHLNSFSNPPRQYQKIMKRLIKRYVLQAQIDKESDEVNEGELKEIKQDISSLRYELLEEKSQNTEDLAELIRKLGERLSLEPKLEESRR
TRPC4 inh: inhibitors of mouse TRPC4 channel, primary screen, Fluo4 calcium, HEK293 TRPC4beta/mu-opioid cells; B-score at 10 µM; Short transient receptor potential channel 4 (Mus musculus), Q9QUQ5; DAMGO-evoked Fluo4 calcium flux; hits give low values; 300,000 compounds, 0.39% hits;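 active = B-score over 3 SD under the library average, no early fluorescence shift, positive overall ratio signal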
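Test system – stable TRPC4beta/mu-opioid receptor HEK293 cells · Probe or stimulus – DAMGO, a submaximal dose followed by a maximal one · Dosing – one concentration per compound · Signal – Fluo4 calcium fluorescence by kinetic imaging, 5 s 1 Hz baseline · Evaluation – per-well B score of integrated baseline-normalized Fluo4 ratio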
HIF act: HIF pathway transcriptional activators, primary screen, cell-based, U2OS HRE-luciferase, luminescence; activation, % at 7.5 µM (by protocol); U2OS HRE-luciferase reporter; normalized: DMSO 0%, desferrioxamine 100%; AID 1910, 2009; 300,000 compounds, 0.32% hits;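 active = mean activation of at least 10% of the iron chelator positive control signal, with at least half of replicates also reaching 10%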
MrgX1 antagonist: antagonists of human MrgX1 receptor, primary screen, HEK293 cells, Fluo-4 calcium flux. AID 588676, 2011. BAM8-22 antagonism; hits give low values. 310,000 compounds, 1.3% hits. Mas-related G-protein coupled receptor member X1 (Homo sapiens), Q96LB2. B-score at 10 µM;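 active = calcium-response B-score plate-corrected more than 3 library SD below zero, starting fluorescence within 5 deviations, no agonist response on first addition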;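 note: peak minus trough fluorescence over baseline after final BAM8-22 challenge near maximal dose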
aSyn 5UTR inh: MLPCN primary screen, SNCA 5' untranslated region | 300,000 compounds, 0.82% hits | alpha-synuclein 5'UTR reporter, inhibitor activity | AID 1813, 2009 | inhibition, % (tested at 7.5 µM); in the data active = inhibition above about 60%;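 note: H4 neuroglioblastoma cells stably carrying SNCA 5'UTR luciferase fusion; 0% = DMSO wells and 100% = positive control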
TRPC4 act: activators of mouse TRPC4 channel, primary screen, Fluo4 calcium, HEK293 TRPC4beta/mu-opioid cells; Short transient receptor potential channel 4 (Mus musculus), Q9QUQ5; Fluo4 calcium fluorescence; hits give high values; 310,000 compounds, 0.49% hits; B-score at 10 µM;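 active = B-score above 5 SD of library B-scores, and initial fluorescence ratio not above library mean plus 5 SD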;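 note: positive B-score marks a calcium rise read as TRPC4 activation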
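Material: HEK293 stable line with TRPC4beta plus mu-opioid receptor; technique: Fluo4 calcium-sensitive dye fluorescence, kinetic, 1 Hz baseline; timing: Fluo4 dye loading 45 min at room temperature, 110 s recording; controls: assay buffer as low control, maximal DAMGO as high control; read-out: integrated baseline-normalised fluorescence ratio, converted to per-well B score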
TRPC4 PAM: positive allosteric modulators of TRPC4, primary screen, cell-based, mouse TRPC4beta, HEK293 mu-opioid, Fluo-4 calcium; DAMGO EC20, Fluo-4 Ca2+ flux; hits give high values; B-score at 10 µM; 310,000 compounds, 0.42% hits; AID 2227, 2009;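 active = B-score of calcium response area above 5 SD of library B-scores, with initial fluorescence ratio within 5 SD of library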;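 note: B-score of integrated fluorescence ratio over time as area under calcium response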
IEC-6 cytotox: cytotoxicity in IEC-6 intestinal epithelial cells, primary screen, cytotoxicity control for KLF5 inhibitor project, cell-based, luminescence; IEC-6 cytotoxicity, luminescence viability; inhibition, % at 5 µM; 290,000 compounds, 0.78% hits; AID 1825, 2009; in the data active = inhibition above about 22%;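 note: 0% = plate median of test compound wells and 100% = cytotoxic reference compound wells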
TRPC6 act: mouse TRPC6 channel activators, primary screen, cell-based, HEK293, membrane potential dye | HEK293-TRPC6 membrane potential dye fluorescence; hits give high values | Short transient receptor potential channel 6 (Mus musculus), Q61143 | B-score at 10 µM | 310,000 compounds, 0.13% hits;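 active = B-score of the integrated fluorescence ratio above library mean plus 3 SD, and starting fluorescence ratio within library mean plus 5 SD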;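 note: higher score means more depolarization so channel activation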
* = called active by the depositor; i = inactive; . = no result given.

SMILES | SKKanGAS inh | KLF5 inhibitor | TRPC6 inh | TRPC4 inh | HIF act | MrgX1 antagonist | aSyn 5UTR inh | TRPC4 act | TRPC4 PAM | IEC-6 cytotox | TRPC6 act
COc1ccc(NC(=O)c2cc(S(=O)(=O)N3CCOCC3)cn2C)c(OC)c1 | -3 | -4 | i | i | -0.1 | i | -7 | i | i | -3 | i
Cc1ccc2cc(/C=N/NC(=O)c3ccccc3[N+](=O)[O-])c(Cl)nc2c1 | -2 | 22 | i | i | 0.3 | i | 0 | i | i | 8 | i
Cc1ccsc1C(=O)NNC(=O)C1CC=CCC1C(=O)O (stereo not drawn) | 3 | -136 | i | i | 1.7 | i | -49 | i | i | 11 | i
CC(C)c1nnc(SCC(=O)N2CCN(C(=O)c3ccco3)CC2)n1N | -1 | -18 | i | i | -0.6 | i | -12 | i | i | 0 | i
CC(C)N(Cc1nc(-c2ccccc2)no1)C(=O)CSc1ccccc1 | 15 | -29 | i | i | -0.2 | i | 19 | i | i | 0 | i
O=C1CC(c2ccc(Cl)cc2)CC(O)=C1C=NCCO (stereo not drawn) | 1 | -27 | i | i | -0.6 | i | 12 | i | i | -3 | i
O=C(Nc1ccccc1C(=O)N1CCCCCC1)c1cccc([N+](=O)[O-])c1 | -9 | -9 | i | i | -0.5 | i | -8 | i | i | 5 | i
CCOc1cccc(N2C(=O)CC(NNC(=O)c3ccc(Br)o3)C2=O)c1 (stereo not drawn) | 4 | 3 | i | i | -0.1 | i | -9 | i | i | 6 | i
COCc1ccc(CN2CCC(n3nccc3NC(=O)CCOc3ccccc3)CC2)o1 | -3 | -10 | i | i | -0.5 | i | 5 | i | i | -10 | i
O=C(COC(=O)c1cccc(Cl)c1)Nc1ccc2[nH]c(=O)[nH]c2c1 | -7 | . | i | i | -0.4 | i | -5 | i | i | . | i
CCOC(=O)N1CCN(c2c(N3CCN(c4ccccc4OC)CC3)c(=O)c2=O)CC1 | -3 | -24 | i | i | -0.2 | i | 9 | i | i | 0 | i
CC(C)(C)C(=O)Nc1sc2c(c1-c1nc3ccccc3[nH]1)CCCC2 | 18 | -10 | i | i | 0.2 | i | -34 | i | i | 5 | i
CC(=O)c1c(CC(=O)O)[nH]n(-c2nc3ccccc3s2)c1=O | 13 | -56 | i | i | 0.3 | i | -35 | i | i | 5 | i
COc1cc(C(=O)Nc2ccc(NC(=O)c3cccc(Cl)c3)nc2)cc(OC)c1OC | 13 | -11 | -5.4* | i | 0.7 | . | -18 | i | i | 6 | i
CCC(OC(=O)C(NC(=O)c1ccccc1)c1ccccc1)C(=O)Nc1cc(C)on1 (stereo not drawn) | 0 | -16 | i | i | . | i | 24 | i | i | 2 | i
COc1ccccc1C(=O)NC(=O)CSc1cccc[n+]1[O-] | 0 | -9 | i | i | -0.8 | i | 0 | i | i | 2 | i
CCOC(=O)C1CCN(C(=O)COC(=O)c2ccc3[nH]c4c(c3c2)CCCC4)CC1 | -1 | . | i | i | 0.1 | i | 0 | i | i | . | i
COc1ccc(S(=O)(=O)n2nc(OC(=O)c3ccncc3)cc2N)cc1 | -2 | -42 | i | i | -0.5 | i | 2 | i | i | -2 | i
COC(=O)C1=C(C(=O)OC)[C@@H]2N(C)c3ccccc3[C@@]23C[C@@H](CO)N(C(=O)NCCBr)C3=N1 | 0 | . | i | i | -0.2 | i | 38 | i | i | . | i
Nc1nnc(CC(=O)N/N=C\c2cc([N+](=O)[O-])ccc2O)s1 | -5 | -21 | i | i | 0.0 | i | 5 | i | i | -1 | i
O=C(Nc1ccc(F)cc1)C(Sc1nc2ccccc2[nH]1)c1ccccc1 (stereo not drawn) | 21 | -34 | i | i | -0.4 | i | -9 | i | i | -5 | i
COc1ccc(C(C(=O)NC2CCCC2)N(C(=O)c2snc(-c3ccc(F)cc3)c2N)c2ccc(F)cc2)cc1 (stereo not drawn) | -4 | -6 | i | i | -2.1 | i | 31 | i | i | 2 | i
O=C(CSc1nc(-c2ccccc2)cc(=O)[nH]1)Nc1ccccc1F | 6 | -28 | i | i | -1.5 | i | 4 | i | i | -6 | i
Cc1ccc(NC(=O)CC2C(=O)OCC3CCCCN32)cc1Cl (stereo not drawn) | -3 | -20 | i | i | 0.7 | i | 1 | i | i | 3 | i
COCc1cc(C)nc(SCC(=O)Nc2cccc(C)c2)c1C#N | 7 | -31 | i | i | 0.5 | i | -68 | i | i | 6 | i
CCOc1ccccc1OCCNC1CCCC1 | -6 | -21 | i | i | -0.2 | i | 7 | i | i | -1 | i
C/C(=N/Nc1ncc(Br)cn1)c1ccc(Br)cc1 | 12 | -43 | i | i | -38 | i | -20 | i | i | 4 | i
Cc1cccc(NC(=O)N2CCCC2C(=O)NCc2ccccc2)c1 (stereo not drawn) | -3 | -9 | i | i | 0.4 | i | -1 | i | i | 1 | i
CNC(=O)CSc1nnc(-c2cccnc2)n1-c1ccc(C)cc1 | -3 | -27 | i | i | 0.7 | -5.6* | 18 | i | i | -1 | i
CCOC(=O)C1CCN(C(=S)Nc2cccc(C)c2C)CC1 | 4 | -5 | i | i | -0.4 | i | 9 | i | i | 0 | i

Whole records as entered above. Screens in order: SKKanGAS inh | KLF5 inhibitor | TRPC6 inh | TRPC4 inh | HIF act | MrgX1 antagonist | aSyn 5UTR inh | TRPC4 act | TRPC4 PAM | IEC-6 cytotox | TRPC6 act
`O=C1CC(c2ccc(Cl)cc2)CC(O)=C1C=NCCO` (stereo not drawn) reads 1 | -27 | i | i | -0.6 | i | 12 | i | i | -3 | i
`C/C(=N/Nc1ncc(Br)cn1)c1ccc(Br)cc1` reads 12 | -43 | i | i | -38 | i | -20 | i | i | 4 | i
`COc1ccccc1C(=O)NC(=O)CSc1cccc[n+]1[O-]` reads 0 | -9 | i | i | -0.8 | i | 0 | i | i | 2 | i

Additional structures.
SMILES | SKKanGAS inh | KLF5 inhibitor | TRPC6 inh | TRPC4 inh | HIF act | MrgX1 antagonist | aSyn 5UTR inh | TRPC4 act | TRPC4 PAM | IEC-6 cytotox | TRPC6 act
CC(=O)NCCc1cc2ccc(C)c(C)c2[nH]c1=O | -2 | -7 | i | i | 0.1 | i | 5 | i | i | 2 | i
O=C(NCC1CCCO1)c1cccc(Oc2ccc([N+](=O)[O-])cc2)c1 (stereo not drawn) | -5 | -23 | i | i | -0.7 | i | -5 | i | i | 3 | i
Cc1cc(S(=O)(=O)N2CCCCC2)ccc1OCC(=O)N1CCCC1 | 11 | -9 | i | i | 0.1 | i | 10 | i | i | -5 | i
O=[N+]([O-])c1cccc(-c2ccc(C(=S)N3CCOCC3)o2)c1 | 4 | -92 | i | i | 3.1 | i | -107 | i | i | 0 | i
Cc1cc(C)c(C#N)c(SCC(=O)Nc2ccc(S(=O)(=O)Nc3onc(C)c3C)cc2)n1 | 3 | -7 | i | i | . | i | 2 | i | i | 2 | i
Cc1cn(S(=O)(=O)c2ccc(Br)cc2)cn1 | 2 | -44 | i | i | -0.1 | i | 7 | i | i | 1 | i
CC(C(=O)c1ccccc1)n1cnc2ccccc2c1=O (stereo not drawn) | -3 | -8 | i | i | -0.3 | i | 1 | i | i | -3 | i
CC1(C)CC2(CCO1)OC(=O)CC2C(=O)Nc1ccccc1Cl (stereo not drawn) | 3 | 2 | i | i | 0.2 | i | -28 | i | i | -2 | i
Cc1nnc(SCC(=O)Nc2nnc(-c3ccccc3)o2)s1 | 7 | . | i | i | 1.4 | i | -2 | i | i | . | i
NNC(=O)C1CC(O)CN1S(=O)(=O)c1ccc(Cl)cc1 (stereo not drawn) | 1 | 8 | i | i | -0.2 | i | 32 | i | i | -2 | i
Cc1ccc(NC(=O)Nc2ccccc2)c(Br)c1 | -4 | -138 | i | i | 2.4 | i | -192 | i | i | 2 | i
O=C(Nc1ccccc1)N1CCSc2cc(Cl)ccc21 | 10 | -22 | i | i | 0.8 | i | -36 | i | i | 3 | i
CN(Cc1ccccc1)C(=O)CCS(=O)(=O)c1ccc2c(c1)oc(=O)n2C | -2 | -2 | i | i | -0.1 | i | 15 | i | i | -3 | i
Cc1c(C(=O)N2CCCCC2)nnn1-c1nonc1N | 15 | 1 | i | i | -0.2 | i | 21 | i | i | 0 | i
Cc1ccc(-c2nonc2NC(=O)c2ccco2)cc1 | -2 | -12 | i | i | 0.6 | i | 8 | i | i | 1 | i
COc1cc(-c2cc3nc(C)c(C)c(=O)n3[nH]2)cc(OC)c1OC | 3 | -34 | i | i | 0.0 | i | -7 | i | i | 3 | i
COc1ccc(Cl)cc1NC(=O)N(C)Cc1c(C)nn(C)c1C | 1 | -18 | i | i | -0.1 | i | 1 | i | i | 3 | i
Cc1ccc(C(=O)NC(=S)N2CCN(C)CC2)cc1Br | -12 | -38 | i | i | -2.0 | . | -12 | i | i | 0 | i
Cc1cccc(N(CC(=O)NC2CCCCC2)C(=O)CCC(=O)Nc2nccs2)c1 | -3 | -2 | i | i | -0.4 | i | -6 | i | i | 3 | i
O=C(O)CC1c2ccccc2CCN1S(=O)(=O)c1ccc(F)cc1 (stereo not drawn) | -2 | -16 | i | i | 0.6 | i | 18 | i | i | -2 | i
Cc1ccc(NC(=O)c2nc[nH]c2C(=O)Nc2ccc(C)cc2)cc1 | 10 | -13 | i | i | -0.2 | i | -13 | i | i | -8 | i
COc1ccc(C(=O)C2CCCN(C(=O)c3cc(C(C)C)no3)C2)cc1F (stereo not drawn) | 14 | -18 | i | i | 0.2 | i | 4 | i | i | -2 | i
Cc1c(NC(=O)NC(=O)c2ccc(F)cc2)c(=O)n(-c2ccccc2)n1C | 2 | -12 | i | i | -0.2 | i | 23 | i | i | -2 | i
Cc1ccc(CNC(=O)c2cccc(-n3cnnn3)c2)cc1 | 1 | 0 | i | i | -0.3 | i | 21 | i | i | 4 | i

Random draw from the library, and some 5.8% of all compounds hit somewhere here.
